TAAR1 agonist: human TAAR1 agonism; Q96RJ0; CHO RD-HGA16 TAAR1, Fluo-8 calcium fluorescence; vehicle wells 0%, saturating PEA agonist 100%; activation, % at 3 µM; 360,000 compounds, 0.99% hits;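 active = activation above the mean activation of all test compounds in the run plus 3 SD, cut at about 38% in these data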
Target sequence (Q96RJ0 whole entry, looked up): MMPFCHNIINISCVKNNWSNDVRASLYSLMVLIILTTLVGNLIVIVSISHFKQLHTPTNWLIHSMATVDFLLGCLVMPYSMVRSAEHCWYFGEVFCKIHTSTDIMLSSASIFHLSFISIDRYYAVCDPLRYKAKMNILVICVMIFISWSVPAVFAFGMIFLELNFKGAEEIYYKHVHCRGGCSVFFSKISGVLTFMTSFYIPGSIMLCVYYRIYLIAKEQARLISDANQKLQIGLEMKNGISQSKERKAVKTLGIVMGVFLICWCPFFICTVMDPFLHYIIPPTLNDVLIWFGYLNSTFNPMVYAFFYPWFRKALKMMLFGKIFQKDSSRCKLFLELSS
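System: CHO RD-HGA16 cells carrying human TAAR1 plus Gα16; Incubation: 17-24 h seeding, 75 min 37 °C dye, 30 min RT; Measured by: Fluo-8 fluorescence, 5 s baseline then 140 s kinetic read; Control set: DMSO and PEA EC100; Replication: single well for each compound.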
CHRM1 PAM: human CHRM1 positive allosteric modulation. P11229. CHO-K1 hM1, Fluo-8 calcium fluorescence, ACh EC20; 0% = ACh EC20, 100% = maximal ACh. activation, % at 3 µM. 360,000 compounds, 0.088% hits; in the data active = activation above about 19%, passing the limit was not always enough
Target sequence (P11229 whole entry, looked up): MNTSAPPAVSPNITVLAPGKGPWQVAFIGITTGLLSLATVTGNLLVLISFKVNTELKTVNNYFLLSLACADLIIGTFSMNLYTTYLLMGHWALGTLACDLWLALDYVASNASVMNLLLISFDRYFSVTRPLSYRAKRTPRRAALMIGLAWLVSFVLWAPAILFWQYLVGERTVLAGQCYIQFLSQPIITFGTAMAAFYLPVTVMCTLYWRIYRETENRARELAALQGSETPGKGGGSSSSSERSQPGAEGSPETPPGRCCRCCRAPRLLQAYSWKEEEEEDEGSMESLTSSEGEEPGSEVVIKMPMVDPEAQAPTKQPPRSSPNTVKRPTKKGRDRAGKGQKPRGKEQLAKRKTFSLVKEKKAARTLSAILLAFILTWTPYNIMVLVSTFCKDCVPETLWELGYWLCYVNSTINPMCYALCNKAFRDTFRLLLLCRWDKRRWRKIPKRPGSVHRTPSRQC
M1 antag: antagonists of human M1 muscarinic receptor. AID 588852. 360,000 compounds, 1.3% hits. CHO-K1 hM1, Fluo-8 calcium fluorescence, ACh EC80 antagonist. inhibition, % at 3 µM. P11229;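 active = percent inhibition above its own plate's cutoff, namely the mean of that plate's compound wells plus 3 SD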;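 also: peak over basal fluorescence ratio during 140 s after agonist addition; 0% = ACh EC80 plus DMSO and 100% = DMSO alone without agonist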
M1 ag: activates human CHRM1 receptor; P11229; CHO-K1 hM1, Fluo-8 calcium fluorescence, agonist mode; 0% DMSO, 100% acetylcholine EC100; activation, % at 3 µM; 360,000 compounds, 0.33% hits; AID 588814;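 active = activation above the run's mean compound activation plus 3 SD, cut at about 16% in these data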;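 also: peak over basal fluorescence ratio within a 140 s kinetic read after compound addition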
TAAR1 antag: antagonists of human TAAR1. inhibition, % at 3 µM. 360,000 compounds, 1.5% hits. CHO RD-HGA16 TAAR1, Fluo-8 calcium fluorescence, antagonist;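 active = inhibition above a per-plate cutoff, the mean inhibition of test compounds on that plate plus 3 SD, cut at about 49% in these data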;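 also: 0% = DMSO plus EC80 beta-PEA response and 100% = DMSO alone without agonist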
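Material: CHO RD-HGA16 cells bearing hTAAR1; compound dosing: one-point dosing, 3 µM nominal final; schedule: dye loading 75 min at 37 °C, then 30 min room temperature; measured by: calcium fluorescence with Fluo-8; control set: vehicle and agonist controls; replication: n of 1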
Starred values were filed as active, the others as inactive; . = not tested or not shown; & = joins results of further samples; ! = not active in a repeat. A portion of the library. The share of hits here may be higher or lower than overall.

(1) C[C@H](Cc1ccc(OCC(=O)O)cc1)NC[C@H](O)c1cccc(Cl)c1
(2) COc1cc(OC)cc(C(=O)NCCN2CCC3(CC2)C(=O)NCN3c2ccccc2)c1
(3) O=C(NC1CCCCC1)N1Cc2cc(Br)ccc2-n2nncc2C1
(4) O=C(NCCN1CCC2(CC1)C(=O)NCN2c1ccccc1)C(c1ccccc1)c1ccccc1
(5) C[C@H]1CN([C@@H](C)CO)C(=O)CCCn2cc(nn2)CO[C@@H]1CN(C)C(=O)Oc1cccc2ccccc12
(6) Cc1cc(N2CCNC[C@H]2C)ccc1N1CCN[C@@H](C)C1
(7) O=C(NCCN1CCC2(CC1)C(=O)NCN2c1ccccc1)c1ccc(Cl)c(Cl)c1
(8) COOCC1(C(=O)OC)C[C@H](c2ccc(OC)cc2)N(Cc2ccccc2OC)[C@@H]1c1ccccc1C (stereo not given in full)

Assay by compound | 1 | 2 | 3 | 4 | 5 | 6 | 7 | 8
TAAR1 agonist | 7 | 0 | 0 | 58* | 0 | 1 | 113* | -1
CHRM1 PAM | . | . | . | . | . | . | . | .
M1 antag | . | . | . | . | . | . | . | .
M1 ag | . | . | . | . | . | . | . | .
TAAR1 antag | -6 | -2 | 4 | 93* | 0 | -13 | 106* | -13

Laid out differently: entries from further up
No. | molecule | TAAR1 agonist | CHRM1 PAM | M1 antag | M1 ag | TAAR1 antag
4 | O=C(NCCN1CCC2(CC1)C(=O)NCN2c1ccccc1)C(c1ccccc1)c1ccccc1 | 58* | . | . | . | 93*
5 | C[C@H]1CN([C@@H](C)CO)C(=O)CCCn2cc(nn2)CO[C@@H]1CN(C)C(=O)Oc1cccc2ccccc12 | 0 | . | . | . | 0

(further entries)
(9) CCOC(=O)[C@]12Cc3ccccc3[C@H]1N(C(C)C)C(=O)c1ccccc12
(10) CCOC(=O)[C@]12Cc3cc(Cl)ccc3[C@H]1N(C(C)C)C(=O)c1ccccc12
(11) CCOC(=O)[C@]12Cc3cc(OC)ccc3[C@H]1N(C)C(=O)c1ccccc12
(12) CCOC(=O)[C@]12Cc3cc(OC)ccc3[C@H]1N(C(C)C)C(=O)c1ccccc12
(13) COC(=O)C1(F)C(=O)NC(=O)NC1O (stereo not given)
(14) CC(=O)NCC1=C(c2ccc(S(C)(=O)=O)cc2)C[C@@H]2CC[C@H]1N2CCOc1ccccc1
(15) CCOC(=O)[C@]12Cc3cc(C)ccc3[C@H]1N(CCC(=O)OC)C(=O)c1ccccc12
(16) COc1ccccc1N

Assay by compound | 9 | 10 | 11 | 12 | 13 | 14 | 15 | 16
TAAR1 agonist | -1 | -2 | 0 | -2 | 2 | 3 | 2 | 2
CHRM1 PAM | . | . | . | . | . | . | . | .
M1 antag | . | . | . | . | . | . | . | .
M1 ag | . | . | . | . | . | . | . | .
TAAR1 antag | -18 | 8 | -11 | -5 | -20 | -9 | -4 | -11

(17) CN1CC[C@@H]2CN[C@H](c3ccccc3)C[C@@H]21
(18) O=c1[nH]c2ccccc2n1C1CCN(Cc2ccc(-c3nc4ccccc4nc3-c3ccccc3)cc2)CC1
(19) OC1CN2CCC(O)C2C(O)C1O (stereo not given)
(20) CC(C)C[C@H]1COc2cccc(N3CCN(C)CC3)c2S(=O)(=O)N1
(21) Cc1ccc(C(O)(C(=O)OC(C)C)C(O)c2ccc(F)cc2)cc1 (stereo not given)
(22) COc1ccc(-c2nc3ccc(Br)cn3c2CC(=O)N2CCCC2)cc1OC
(23) CCOC(=O)[C@]12Cc3cc4ccccc4cc3[C@H]1N(Cc1ccccc1)C(=O)c1cc(OC)ccc12
(24) COC(=O)C1C(c2ccccc2)CC2CCC1N2C (stereo not given)

Assay by compound | 17 | 18 | 19 | 20 | 21 | 22 | 23 | 24
TAAR1 agonist | 0 | 0 | 1 | 2 | -1 | 2 | 1 | 1
CHRM1 PAM | . | . | . | . | . | . | . | .
M1 antag | . | . | . | . | . | . | . | .
M1 ag | . | . | . | . | . | . | . | .
TAAR1 antag | -7 | 38 | -9 | -9 | -32 | 3 | -50 | -15

Part of the list above in another layout:
nr	SMILES	TAAR1 agonist	CHRM1 PAM	M1 antag	M1 ag	TAAR1 antag
8	COOCC1(C(=O)OC)C[C@H](c2ccc(OC)cc2)N(Cc2ccccc2OC)[C@@H]1c1ccccc1C (stereo not given in full)	-1	.	.	.	-13
9	CCOC(=O)[C@]12Cc3ccccc3[C@H]1N(C(C)C)C(=O)c1ccccc12	-1	.	.	.	-18
10	CCOC(=O)[C@]12Cc3cc(Cl)ccc3[C@H]1N(C(C)C)C(=O)c1ccccc12	-2	.	.	.	8
11	CCOC(=O)[C@]12Cc3cc(OC)ccc3[C@H]1N(C)C(=O)c1ccccc12	0	.	.	.	-11
12	CCOC(=O)[C@]12Cc3cc(OC)ccc3[C@H]1N(C(C)C)C(=O)c1ccccc12	-2	.	.	.	-5
13	COC(=O)C1(F)C(=O)NC(=O)NC1O (stereo not given)	2	.	.	.	-20
14	CC(=O)NCC1=C(c2ccc(S(C)(=O)=O)cc2)C[C@@H]2CC[C@H]1N2CCOc1ccccc1	3	.	.	.	-9
15	CCOC(=O)[C@]12Cc3cc(C)ccc3[C@H]1N(CCC(=O)OC)C(=O)c1ccccc12	2	.	.	.	-4
16	COc1ccccc1N	2	.	.	.	-11
17	CN1CC[C@@H]2CN[C@H](c3ccccc3)C[C@@H]21	0	.	.	.	-7
18	O=c1[nH]c2ccccc2n1C1CCN(Cc2ccc(-c3nc4ccccc4nc3-c3ccccc3)cc2)CC1	0	.	.	.	38
19	OC1CN2CCC(O)C2C(O)C1O (stereo not given)	1	.	.	.	-9
20	CC(C)C[C@H]1COc2cccc(N3CCN(C)CC3)c2S(=O)(=O)N1	2	.	.	.	-9
21	Cc1ccc(C(O)(C(=O)OC(C)C)C(O)c2ccc(F)cc2)cc1 (stereo not given)	-1	.	.	.	-32

Next part:
(25) O=C(NCCN1CCC2(CC1)C(=O)NCN2c1ccccc1)c1ccc(F)cc1
(26) Cc1cc(N2CCNC[C@H]2C)ccc1N1CCN[C@H](C)C1
(27) COC(=O)C1C(c2ccc(C)cc2)CC2CCC1N2C (stereo not given)
(28) Brc1ccc2c(c1)-n1nncc1CNC2
(29) CCOC(=O)[C@]12Cc3cc(C)ccc3[C@H]1N(C1CCCCC1)C(=O)c1ccccc12
(30) CCOC(=O)[C@]12Cc3c(cc(OC)c(OC)c3OC)[C@H]1N(CCC(=O)OC)C(=O)c1ccccc12
(31) COc1ccc2nc(-c3ccc(CN4CCC(n5c(=O)[nH]c6cc(Cl)ccc65)CC4)cc3)c(-c3ccccc3)nc2c1
(32) CC(C)NC1(c2ccccc2)CCCCC1

Assay by compound | 25 | 26 | 27 | 28 | 29 | 30 | 31 | 32
TAAR1 agonist | 98* | 1 | 2 | 2 | -1 | 1 | 0 | 5
CHRM1 PAM | . | . | . | . | . | . | . | .
M1 antag | . | . | . | . | . | . | . | .
M1 ag | . | . | . | . | . | . | . | .
TAAR1 antag | 100* | -25 | -2 | -17 | 31 | 7 | -10 | -15

(33) O=C(NCCN1CCC2(CC1)C(=O)NCN2c1cccc(F)c1)c1ccc2ccccc2c1
(34) CNC(C)Cc1ccc(OC)cc1 (stereo not given)
(35) CN1CCC2(CC1)NC(=O)c1ccccc1N2
(36) CC(N)Cc1ccc(O)cc1 (stereo not given)
(37) C[C@H]1CNCCN1c1ccc(N2CC[C@H](O)C2)c(C#N)c1
(38) C[C@H]1COc2cccc(N3CCN(C)CC3)c2S(=O)(=O)N1
(39) OC1CN2CCCC(O)C2C1O (stereo not given)
(40) Cc1cc(N2CCNC[C@@H]2C)ccc1N1CC[C@@H](O)C1

Assay by compound | 33 | 34 | 35 | 36 | 37 | 38 | 39 | 40
TAAR1 agonist | 83* | 4 | 3 | 96* | 1 | 1 | 1 | 3
CHRM1 PAM | . | . | . | . | . | . | . | .
M1 antag | . | . | . | . | . | . | . | .
M1 ag | . | . | . | . | . | . | . | .
TAAR1 antag | 106* | -17 | -17 | 54*! | -18 | -14 | -9 | -28

(41) Clc1ccc([C@H]2CC3CCC2N3)cn1 (stereo not given in full)
(42) CCOC(=O)[C@]12Cc3cc(OC)ccc3[C@H]1N(CCC(=O)OC)C(=O)c1cc(OC)ccc12
(43) CC(C)OC(=O)C1C(c2ccc(I)cc2)CC2CCC1N2C (stereo not given)
(44) CCn1nc(-c2cccs2)nc2c(=O)n(C)c(=O)nc1-2
(45) C[C@@H]1CN([C@H](C)CO)C(=O)CCCn2cc(nn2)CO[C@H]1CN(C)C(=O)Oc1ccc2ccccc2c1
(46) C=C1C(=O)OC2CC(C)C3C=CC(=O)C3(C)C(O)C12 (stereo not given)

Assay by compound | 41 | 42 | 43 | 44 | 45 | 46
TAAR1 agonist | 5&3 | 0 | 2 | . | . | .
CHRM1 PAM | . | . | . | 7 | 1 | 3
M1 antag | . | . | . | -1 | -9 | -10
M1 ag | . | . | . | 0 | -3 | -1
TAAR1 antag | -33&-14 | -10 | -13 | . | . | .

High-throughput results (PubChem BioAssay)
